Compound activity (PubChem)
ABHD5-PLIN5 inh – inhibitors of human ABHD5-perilipin-5 interaction | Split G. princeps luciferase complementation, luminescence, 4 h | inhibition, % at 4 µM | hit rate 0.78% among 360,000;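 active = inhibition above the mean inhibition across every tested compound plus 3 SD, cut at about 22% in these data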;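 also: 0% = DMSO only wells and the 100% control is not disclosed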
ABCB6 inh MLPCN – inhibitors of human ABC transporter ABCB6 | fluorescence ratio to DMSO, % at 10 µM | K562-ABCB6 porphyrin accumulation, flow cytometry, 1 h; stronger effect = lower value | Q9NP58 | hit rate 0.19% among 360,000 | AID 602162;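 active = fluorescence ratio to DMSO below 75%, the collection mean minus 3 SD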;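 also: signal is porphyrin accumulated inside mitochondria; 100% equals median channel fluorescence of DMSO control wells; lower ratio means ABCB6 inhibition with less porphyrin fluorescence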
Cardio protect – protects H9c2 cardiomyocytes from peroxide injury; AID 588492; H2O2 injury protection, ATPLite, 2 h; protection from H2O2 cell death, % at 20 µM; hit rate 0.63% among 360,000;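 active = compounds giving at least 50% protection of heart cells from peroxide-induced death in the single-dose screen, raw or plate-pattern-corrected value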;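 also: 0% = DMSO wells with peroxide and 100% = DMSO wells without peroxide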
hiPSC survival – increases survival of single human iPS cells; survival enhancement, % at 20 µM; hiPSC single-cell survival, ATPlite luminescence; 100% = ROCK inhibitor wells, 0% = DMSO; hit rate 0.044% among 360,000; in the data active = survival enhancement above about 18%;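 also: cells exposed to compounds for 16 hours before the ATP read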
m5-HT2A agonist – agonists of mouse serotonin 5-HT2A receptor (HTR2A). CHO-K1 mHTR2A beta-arrestin complementation, luminescence; percent of 30 µM serotonin response. activation, % at 7.6 µM. hit rate 0.66% among 360,000. AID 624169;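 active = activation above a run cutoff, the mean activation of all tested compounds plus 3 SD, cut at about 14% in these data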;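 also: 0% = plate median of compound wells and 100% = 30 µM serotonin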
Target sequence (P35363 whole entry, looked up): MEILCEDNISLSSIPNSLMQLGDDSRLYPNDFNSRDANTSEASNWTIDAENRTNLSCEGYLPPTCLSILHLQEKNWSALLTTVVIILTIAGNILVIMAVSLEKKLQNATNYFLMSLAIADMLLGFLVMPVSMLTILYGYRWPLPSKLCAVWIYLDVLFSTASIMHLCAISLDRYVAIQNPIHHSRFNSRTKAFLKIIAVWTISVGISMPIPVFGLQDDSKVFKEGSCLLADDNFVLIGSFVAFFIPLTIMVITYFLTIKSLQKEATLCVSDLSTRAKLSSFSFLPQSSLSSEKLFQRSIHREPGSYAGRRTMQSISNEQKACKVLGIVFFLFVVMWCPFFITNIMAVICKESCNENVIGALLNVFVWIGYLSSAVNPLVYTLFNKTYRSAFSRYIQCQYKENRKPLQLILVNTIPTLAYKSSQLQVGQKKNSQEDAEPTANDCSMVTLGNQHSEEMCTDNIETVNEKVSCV
MC4R antag cAMP – human MC4R antagonism in cAMP assay; MC4R-expressing cells, MTII-stimulated cAMP, LANCE TR-FRET; inhibition, % at 6.5 µM; P32245; hit rate 0.48% among 360,000; AID 540295;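 active = inhibition above its plate's cutoff, the mean of tested wells on that plate plus 3 SD, cut at about 29% in these data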;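 also: 0% = Melanotan II alone and 100% = Melanotan II plus saturating MCL0020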
Target sequence (P32245 whole entry, looked up): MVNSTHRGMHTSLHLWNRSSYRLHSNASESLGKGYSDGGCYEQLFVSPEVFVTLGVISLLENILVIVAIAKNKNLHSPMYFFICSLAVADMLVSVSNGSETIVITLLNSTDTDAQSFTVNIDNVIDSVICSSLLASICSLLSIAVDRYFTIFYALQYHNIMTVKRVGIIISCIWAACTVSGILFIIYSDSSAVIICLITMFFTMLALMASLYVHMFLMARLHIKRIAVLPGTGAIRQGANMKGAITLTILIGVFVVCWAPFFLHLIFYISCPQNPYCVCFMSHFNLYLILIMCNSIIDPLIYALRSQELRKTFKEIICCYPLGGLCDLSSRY
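Assay system: U2OS cells stably expressing human melanocortin 4 receptor (MC4R) / Dosing: 6.5 µM / Timing: compound 30 min, challenge 1 h, detection 1 h / Measured by: Eu-cAMP/anti-cAMP TR-FRET, emission 671 nm / Replicates: singlicate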
MC4R barr agon – activates human MC4R beta-arrestin recruitment | P32245 | U2OS MC4R beta-arrestin complementation, luminescence; percent of melanotan II response, DMSO zero | activation, % at 8.9 µM | hit rate 0.98% among 360,000;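 active = activation above a per-plate cutoff, the mean activation of sample wells on that plate plus 3 SD, cut at about 8% in these data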
Granule exo inh – lytic granule exocytosis inhibition; TALL-104 LAMP-1 surface exposure, flow cytometry; cells stimulated with thapsigargin and PMA; inhibition, % at 10 µM; hit rate 0.66% among 360,000;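 active = inhibition above about 55%, limit read from the data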
N-glyco inh – N-linked glycosylation inhibition; hit rate 0.23% among 360,000; D54 ERlucT glycosylation luciferase reporter, 24 h; percent of 100 nM tunicamycin response; AID 588692; reporter increase, % at 12.5 µM;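 active = mean luciferase reporter signal, scaled so untreated is 0 and the glycosylation-blocking control 100, at or above a set limit in every replicate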;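 also: luciferase carries N-glycosylation sites so blocking glycosylation raises the light; 0% = median of neutral control wells and 100% = median of 100 nM tunicamycin wells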
aDG glyco act – increases alpha dystroglycan glycosylation; activation, % at 10 µM; Pro5-aDG cells, alpha-DG glycosylation AlphaScreen (IIH6); 0% Pro5, 100% B10-LARGE cell signal; AID 624168; hit rate 0.22% among 360,000;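 active = activation of at least 8% versus controls, or a plate z-score of at least 8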;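 also: Pro5 are CHO cells carrying HIG-tagged alpha-DG that lacks glycosylation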
Numbers without * were called inactive; . = not tested or not shown; & = joins results of further samples.

SMILES	ABHD5-PLIN5 inh	ABCB6 inh MLPCN	Cardio protect	hiPSC survival	m5-HT2A agonist	MC4R antag cAMP	MC4R barr agon	Granule exo inh	N-glyco inh	aDG glyco act
Cc1ccccc1C(=O)OCC(=O)NCc1ccco1	8	96	-2	4.2	5	-2	-1.9	62*	0	0.0
COc1ccccc1NC(=O)CN1CCC(n2c(C)nc3cc(F)ccc32)CC1	13	93	20	1.8	10	-11	-1.4	0	6	0.9
Cc1cccc(N2CC(C(=O)Nc3nnc(SCC(=O)Nc4cc(C)on4)s3)CC2=O)c1 (stereo not drawn)	0	95	4	2.2	8	2	-1.0	-1	1	0.0
COCCCNC(=O)CC(NS(=O)(=O)c1ccc(F)cc1)c1ccc(OC)cc1 (stereo not drawn)	-4	102	-2	3.0	8	1	0.6	0	2	-0.1
Cc1cc(C)cc(-n2ncc3c2CCCC3NC(=O)c2csnn2)c1 (stereo not drawn)	-6	98	-5	-0.2	-4	-5	-3.7	2	1	0.4
CC1=C(C(=O)NC2CCCC(C)C2C)C2(CCCCC2)OC1=O (stereo not drawn)	3	90	0	-1.7	9	3	1.4	2	0	-0.1
COc1ccc(NC2CCCN(C(=O)c3c(C)noc3C)C2)cc1 (stereo not drawn)	12	97	-1	-0.2	8	3	0.3	-2	6	-0.3
COc1ccc(NC(=O)c2cc(C(=O)Nc3ccc(OC)cc3OC)cc([N+](=O)[O-])c2)c(OC)c1	-1	98	4	-0.2	-1	7	-1.2	-13	-7	0.0
O=C(Nc1ccccc1F)C(c1ccccc1)c1ccccc1	-2	91	-1	0.3	-2	3	1.5	-4	-3	-0.1
CCOC(=O)C1=C(CNCCc2ccc(Cl)cc2)NC(=O)NC1c1cccc([N+](=O)[O-])c1 (stereo not drawn)	7	98	-4	0.2	-3	19	4.5	8	-2	0.1
Cc1ccc(-n2nnc3c(=O)n(Cc4cccc(C)c4)cnc32)cc1	6	93	-22	0.9	7	0	1.4	-3	0	0.3
Nc1nc2ccccc2n1C(=O)c1ccccc1	-1	100	-30	-6.1	10	19	-0.2	-18	-17	0.0
CCN(CC)c1ccc(/C=c2\sc3nc4ccccc4n3c2=O)c(O)c1	-4	139	-9	-0.6	5	1	-1.4	17	-2	3.1
O/N=C/c1cc(Br)ccc1OCc1ccccc1F	6	89	-18	1.0	9	4	1.4	-2	-2	-0.1
CC(C)c1nnc(NC(=O)Cc2ccc(Br)cc2)s1	2	98	1	0.9	3	1	2.3	5	4	0.1
COc1cc(OC)cc(C(=O)Nc2cccc3ccccc23)c1	2	91	3	0.5	6	1	-0.9	-6	3	-0.1
CCOC(=O)C(=CNc1ccccc1Cl)C(=O)OCC	3	98	0	0.0	3	-3	-1.6	-17	-1	0.0
Cc1ccc(CCN2CC(C(=O)NCc3ccco3)CC2=O)cc1 (stereo not drawn)	-5	105	5	9.9	-5	1	-1.6	-3	2	0.0
CCN(C(=O)Cc1ccc(NC2=NC3CS(=O)(=O)CC3S2)cc1)c1ccccc1 (stereo not drawn)	0	98	-3	-0.9	10	11	-0.3	-2	0	-0.2
COc1ccc(CN2CCC(N3CC(C)OC(C)C3)CC2)c(OC)c1 (stereo not drawn)	-4	100	11	0.1	-4	14	0.6	13	1	0.1
S=C(NCC1CCCO1)Nc1ccccc1Cl (stereo not drawn)	4	95	2	-0.2	5	2	0.0	-5	0	0.0
COCCNC(=O)CCn1nc(-c2ccc(C)cc2)c2ccccc2c1=O	3	93	2	-0.3	1	3	-0.4	6	-2	0.2
CCC(C)[C@H](NC(=O)NCc1ccccc1)C(=O)O (stereo partly drawn)	4	93	-2	-2.4	7	5	-1.9	100*	6	-0.1
O=C(CSc1ccccc1C(=O)O)NC12CC3CC(CC(C3)C1)C2	-4	87	0	-0.8	-2	16	-0.3	-7	3	0.0
COC1=C/C(=C/c2c(N)n3nc(CC(=O)N4CCCCC4)sc3nc2=O)C=CC1=O	3	103	2	0.7	13	-6	1.1	0	3	0.7
Next entries.
SMILES	ABHD5-PLIN5 inh	ABCB6 inh MLPCN	Cardio protect	hiPSC survival	m5-HT2A agonist	MC4R antag cAMP	MC4R barr agon	Granule exo inh	N-glyco inh	aDG glyco act
O=C1CCCc2nc(N3CCc4ccccc43)ncc21	19	102	-18	-1.7	7	-7	2.5	-3	-9	0.1
COc1ccc(NC(=O)C2(C)Cc3c(-c4ccc(NC(C)=O)cc4)ccnc3O2)cc1 (stereo not drawn)	-3	99	6	-0.4	3	-5	-1.6	5	-4	-0.3
CCCCCOc1ccc(CSc2n[nH]c(C)n2)cc1	-3	109	-7	-0.7	2	-4	-2.4	0	-2	1.0
CC(CCO)Nc1nc2c([nH]1)c(=O)n(C)c(=O)n2C (stereo not drawn)	-1	103	6	-0.7	0	6	-0.6	-7	6	-0.1
COc1cc(CNCCc2ccccc2F)ccc1OCc1ccc(Cl)nc1	8	87	4	-2.4	0	-2	-2.2	6	1	0.8
CCC(=O)c1ccc(OCc2ccc(C(=O)c3ccccc3)cc2)cc1	-2	100	-17	0.2	-2	10	-0.5	2	-3	1.5
CCN(C1CCS(=O)(=O)C1)S(=O)(=O)c1ccc2ccccc2c1 (stereo not drawn)	2	92	-5	-0.6	2	4	-3.3	-8	-1	0.0
COc1ccc(N(CC(=O)NCCc2ccccc2)C(=O)c2csnn2)cc1	-1	98	-2	-0.3	4	2	-1.4	1	3	-0.1
COc1ccc(CN2C(=O)NC3(CCCc4ccccc43)C2=O)cc1F (stereo not drawn)	-1	95	8	-0.3	-1	0	-0.6	-2	1	-0.2
COc1ccc(NC(=O)CN(C)CC(=O)Nc2cccc(F)c2)cc1S(=O)(=O)N1CCCCC1	0	98	-3	0.1	4	9	-1.9	5	-1	0.2
CCN(C(=O)Cn1nc(C)n2c(cc3cc(C)ccc32)c1=O)c1ccccc1	0	96	2	1.1	-3	6	-4.2	-6	3	0.0
COC(=O)c1ccc2nc(NC(=O)CSCC(=O)OCC(=O)c3ccccc3)sc2c1	-3	99	2	-0.5	0	12	0.9	9	2	0.1
O=C(CN1C(=O)NC2(CCCCC2)C1=O)NCCc1ccccc1	-1	103	4	-0.5	0	3	-0.3	4	3	0.2
CCOC(=O)c1sc(=NC(=O)c2ccc(F)cc2)n(C)c1C	-3	92	-14	0.0	6	-3	-3.4	3	-8	-0.4
CCOC1=C2[C@H](c3cccs3)N(S(=O)(=O)c3ccc(C)cc3)C[C@H]2n2c(=O)n(-c3ccccc3)c(=O)n2C1	8	102	3	-1.0	-1	.	.	-11	0	0.4
COc1ccc(-c2oc3ccccc3c2C#Cc2cncn2C)cc1	0	97	-4	-0.5	-8	3	0.0	-9	14	2.5
CCOC(=O)c1[nH]c2ccc(OC)cc2c1NC(=S)N1CCN(C(=O)OCC)CC1	1	100	-3	-0.7	4	5	-0.5	1	0	0.2
COc1ccc(-n2c(-c3ccc(Br)cc3)c[n+]3c2CCc2ccccc2-3)cc1	11	92	-9	-5.1	3	3	-1.2	-3	8	0.0
COc1ccc(O)c(C(=O)c2cnn(C(=O)c3cccc(N(C)C)c3)c2)c1	-7	108	-18	-1.0	-1	-6	-2.1	-9	-1	0.0
CC1CC(C)CN(C(=O)COC(=O)Cc2ccc(Br)cc2)C1 (stereo not drawn)	-4	96	5	0.5	-1	11	-1.5	-7	-1	0.0
CCn1c(=O)n(CC(=O)N2CC(C)CC(C)C2)c(=O)c2ccccc21 (stereo not drawn)	0	99	4	1.7	-1	5	-1.1	0	3	-0.2
COc1ccc2sc(N(CCN(C)C)C(=O)c3cc(Cl)sc3Cl)nc2c1	-1	99	5	-0.2	-3	4	-0.9	-8	-2	-0.1
O=C1C(Cc2ccccc2)Nc2ncnc(N3CCN(c4ccccc4)CC3)c2N1Cc1ccc(Br)cc1 (stereo not drawn)	3&-8	97&100	-1&-1	1.1&-1.2	-30&-18	1	-5.7	-10&-2	-4&0	-0.3&-0.4
COc1ccccc1CN1CCNC(=O)C1CC(=O)NCc1csc(C)n1 (stereo not drawn)	7	101	-1	-0.7	4	7	-3.1	5	1	-0.1
Cc1ccc2nc(SCc3nnc(-c4ccccc4[N+](=O)[O-])o3)c(C#N)cc2c1	1	99	-4	-0.6	5	1	0.0	0	36*	0.1
Next compounds:
SMILES	ABHD5-PLIN5 inh	ABCB6 inh MLPCN	Cardio protect	hiPSC survival	m5-HT2A agonist	MC4R antag cAMP	MC4R barr agon	Granule exo inh	N-glyco inh	aDG glyco act
Cc1ccc(S(=O)(=O)N2CCN(C(C)C(=O)NCC(C)c3ccccc3)CC2)cc1 (stereo not drawn)	3	88	-2	-0.3	0	11	-1.8	-3	-2	0.4
O=C(NC1CCCC1)c1n[nH]c2ccccc12	-5	92	-4	0.5	-2	3	-1.6	-1	-6	-0.4
c1ccc(-c2nc3cc4ccccc4cc3[nH]2)nc1	4	99	-36	-3.5	-1	1	-0.9	1	-16	0.2
O=C(Nc1ccc2nc3n(c(=O)c2c1)CCCC3)c1ccccc1[N+](=O)[O-]	2	99	-1	4.5	3	4	-1.1	-8	0	0.1
Cc1ccccc1NC(=O)c1csc2c1CCCC2	-4	100	-4	-2.9	1	0	-2.7	-1	5	0.2
COc1ccccc1NC(=O)CCN1C(=O)C2CC=C(Cl)CC2C1=O (stereo not drawn)	-3	99	2	2.4	-1	-1	-0.1	2	1	0.0
O=C(CSc1ccc([N+](=O)[O-])cc1)c1ccccc1	-4	91	0	-0.7	-5	-1	-0.5	-2	1	0.1
COc1ccc(OC)c(/C(C)=N/Nc2ccc(C(=O)O)cc2)c1	0	108	6	-2.7	4	1	-1.6	24	1	0.2
Cc1cc(=O)oc2cc(OCC(=O)OCC(=O)NCc3ccc4c(c3)OCO4)ccc12	-6	96	3	-1.8	-4	7	-1.6	0	0	-0.1
CN=C(N)NCCC[C@H](N)C(=O)O	2	94	6	-2.8	-4	9	-0.7	-2	0	-0.1
COc1cc(NC(=O)Nc2cccc(Cl)c2)c(C(=O)O)cc1OC	-3	100	-2	-0.6	1	4	-2.5	-1	1	0.7
COc1ccc(N=C2S/C(=C\c3cccs3)C(=O)N2CC(C)C)cc1	-4	92	-7	12	-5	-4	-1.7	1	0	-0.1
Cc1ccc(NC(=O)CSc2nnnn2C)cc1S(=O)(=O)N(C)C	-2	97	-2	-0.2	0	1	-1.4	-5	2	-0.3
CCOc1ccc(-c2nc(CSc3nnc(C)s3)cs2)cc1OC	7	98	0	1.7	0	-1	-1.3	-1	-3	1.4
O=C(CN(Cc1ccccc1)C(=O)CCl)c1cccc(Br)c1	-5	102	-12	-0.4	2	0	-0.1	-4	11	0.2
COc1ccc(OCCCC(=O)Nc2ccc(N3CCOCC3)cc2)cc1	5	105	1	3.2	1	-2	-0.7	-3	0	0.3

Hits appear at their usual frequency. About 4.5% of those tested had a hit in this group.
